Source: PubChem BioAssay (Sanford-Burnham Center for Chemical Genomics)
TIM10 inh = growth inhibitors of TIM10 yeast strain. S. cerevisiae TIM10 strain growth, BacTiter-Glo luminescence, 24 h. inhibition, % at 10 µM. 1.4% of 330,000 active;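 active = inhibition of 40% or more at the single tested concentration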;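 also: wild-type TIM10 isogenic control strain grown at permissive 25 °C; 0% = DMSO yeast wells and 100% = minimal medium wells without yeast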
Jurkat NFkB inh = inhibitors of the PMA/ionomycin-induced NF-kB reporter in Jurkat cells; AID 435003; 0.53% of 330,000 active; PMA/ionomycin-induced NF-kB luciferase reporter, luminescence; inhibition, % at 4 µM; in the data active = inhibition above about 50%
tim10-1 inh = inhibits growth of tim10-1 mutant yeast | S. cerevisiae tim10-1 ts strain growth, BacTiter-Glo, 24 h | inhibition, % at 20 µM | 2.2% of 330,000 active | AID 463190;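 active = inhibition of at least 40%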;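 also: mutant grown at 25 °C; 0% = DMSO wells with yeast and 100% = wells holding no yeast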
697 NFkB inh = lowers PMA/ionomycin-induced NF-kB signal in 697 B cells; inhibition, % at 4 µM; AID 435022; 0.33% of 330,000 active; 697 B-cell NF-kB luciferase reporter, 16 h; in the data active = inhibition above about 35%
XBP1 UPR activ = activators of adaptive arm of unfolded protein response (XBP1) | CHO-XBP1 luciferase reporter, IRE1-XBP1 UPR activation, luminescence; percent of tunicamycin response, DMSO as zero | activation, % at 20 µM | 0.33% of 330,000 active;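 active = versus positive control, 20 µM dose yields 30% or more activation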;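 also: 100% = tunicamycin at 10 µg/mL and 0% = DMSO only wells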
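Material: IRE1-XBP1 luciferase reporter CHO line / Quantity: one thousand reporter cells per well / Buffer or medium: F12 with 10% serum / Compound: 20 µM single concentration, DMSO 1% / Times: 6 h treatment, 37 °C / Detection: Steady-Glo luciferase glow luminescence, 10 min after reagent addition / Benchmarks: tunicamycin high, DMSO low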
tim23-1 inh = inhibits growth of tim23-1 mutant yeast | S. cerevisiae tim23-1 growth, BacTiter-Glo luminescence, 24 h | 1.3% of 330,000 active | inhibition, % at 20 µM;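 active = growth inhibition of the mutant yeast at or above 50%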;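 also: temperature-sensitive mutant grown at 25 °C; plate controls were DMSO-treated mutant yeast for no effect and medium wells lacking yeast for full effect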
UPR CHOP act = apoptotic UPR (CHOP) activation; CHO-CHOP luciferase reporter, luminescence; percent of tunicamycin response over DMSO baseline; activation, % at 10 µM; 0.34% of 330,000 active;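 active = at 10 µM dose, activation of 40% or more, normalized to positive control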;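 also: 100% = tunicamycin at 10 µg/mL and 0% = DMSO alone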
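Material: CHO-CHOP cells, stable luciferase reporter of PERK-eIF2a-CHOP signalling; quantity: 500 reporter cells seeded per well; buffer or medium: F12 medium containing 10% fetal bovine serum; compound: one dose, 10 µM in 0.5% DMSO; incubation: 6 h compound treatment, 37 °C; measured by: Steady-Glo luciferase luminescence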
Mdm2-MdmX inh = human Mdm2/MdmX binding inhibition. SaOS-2 split-luciferase Mdm2/MdmX complementation, luminescence. inhibition, % at 8 µM. 3% of 330,000 active;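 active = inhibition of at least 50% at 8 µM in the primary screen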
Target sequence (O15151 whole entry, looked up): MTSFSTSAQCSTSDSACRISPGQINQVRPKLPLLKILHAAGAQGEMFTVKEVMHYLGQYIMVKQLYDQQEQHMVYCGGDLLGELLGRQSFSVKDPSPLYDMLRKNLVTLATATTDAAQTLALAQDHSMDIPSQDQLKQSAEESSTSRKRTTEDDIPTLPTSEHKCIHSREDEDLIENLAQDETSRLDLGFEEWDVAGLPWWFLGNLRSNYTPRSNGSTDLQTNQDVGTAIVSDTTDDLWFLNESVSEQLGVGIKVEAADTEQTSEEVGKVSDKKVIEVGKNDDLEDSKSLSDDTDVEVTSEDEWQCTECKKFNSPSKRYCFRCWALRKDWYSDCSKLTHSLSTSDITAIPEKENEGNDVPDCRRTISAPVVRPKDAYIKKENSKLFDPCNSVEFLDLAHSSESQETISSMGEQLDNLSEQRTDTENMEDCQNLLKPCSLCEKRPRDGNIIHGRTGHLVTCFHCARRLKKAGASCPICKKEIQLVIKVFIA
Target sequence (Q00987 whole entry, looked up): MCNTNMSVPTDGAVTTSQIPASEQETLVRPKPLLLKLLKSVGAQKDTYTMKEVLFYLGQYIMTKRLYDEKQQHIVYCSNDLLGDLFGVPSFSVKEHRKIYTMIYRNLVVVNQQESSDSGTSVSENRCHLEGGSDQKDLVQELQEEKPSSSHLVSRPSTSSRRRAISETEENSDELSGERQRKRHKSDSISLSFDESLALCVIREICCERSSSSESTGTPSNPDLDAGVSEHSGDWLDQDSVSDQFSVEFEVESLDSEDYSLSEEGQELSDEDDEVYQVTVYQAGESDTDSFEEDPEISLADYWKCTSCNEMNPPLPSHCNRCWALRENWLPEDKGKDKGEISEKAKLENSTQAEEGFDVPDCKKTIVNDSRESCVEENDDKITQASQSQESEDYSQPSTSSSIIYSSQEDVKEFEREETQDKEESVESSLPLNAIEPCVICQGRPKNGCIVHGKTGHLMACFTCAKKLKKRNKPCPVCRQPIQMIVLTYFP
Numbers without * were called inactive.

SMILES	TIM10 inh	Jurkat NFkB inh	tim10-1 inh	697 NFkB inh	XBP1 UPR activ	tim23-1 inh	UPR CHOP act	Mdm2-MdmX inh
O=C1c2ccccc2C(=O)C12OC2c1ccc(Cl)cc1 (stereo not drawn)	31.3	12.1	38.9	-5.9	-4.5	44.6	103.1*	80.7*
CCOC(=O)N1CCN(C(=O)CNC(=O)c2ccc(Br)cc2)CC1	2.1	0.9	2.7	-10.5	-3.9	-3.3	1.0	20.0
N#CC1=C(N)C(C#N)(C#N)[C@H](c2c(F)cccc2F)[C@H]2CC3(CC=C12)OCCO3	-1.8	7.5	14.6	3.7	11.4	18.4	0.4	44.9
CCOCCNC(=O)c1ccc2c3c(cccc13)CC2	0.4	-4.4	0.5	18.1	1.3	8.6	3.7	-12.8
COc1ccc(-c2noc(-c3cccnc3)n2)cc1OC	10.0	-32.6	14.3	-63.8	1.8	2.2	3.4	-2.2
CCn1c(SCC(=O)Nc2cc(C)on2)nnc1-c1ccc(S(=O)(=O)N2CCN(C)CC2)cc1	-6.7	0.6	14.2	11.2	-1.8	2.9	-1.9	7.3
Cc1noc(C)c1COc1cccc(C(=O)Nc2ccc(C#N)cc2)c1	19.0	16.4	14.9	6.1	-1.1	22.6	1.2	22.0
COc1ccc(C(=O)OCC(=O)NC2CCCC2)c(OC)c1OC	-9.1	-9.4	4.6	-8.1	-3.8	-6.4	-2.7	8.6
C[C@@H](NC(=O)c1[nH]cnc1C(=O)Nc1ccon1)c1ccccc1	-3.6	9.8	9.3	5.7	-0.2	20.5	2.2	27.2
COc1ccc(Cl)cc1NC(=O)CN1CCC(n2nnc3cc(F)ccc32)CC1	7.2	23.3	3.0	-12.0	2.9	2.6	2.6	-15.5
Cc1ccc(C(=O)Nc2cccc(C(O)c3ccccc3)c2)cc1 (stereo not drawn)	16.3	0.1	17.1	7.6	-1.5	22.2	0.7	-6.6
CCCCc1nc2ccccc2c(NC(=O)CN2CCN(C)CC2)c1CCC	-2.6	3.5	-10.3	8.9	-3.1	-0.6	1.2	27.8
Cc1cc(C)c2c3c(sc2n1)C1(CCSCC1)C(C#N)=C(N)O3	12.5	-16.1	0.2	-8.1	3.8	3.8	0.7	28.8
CC(C)CCn1nnnc1C(c1ccc(F)cc1)N1CCN(C(=O)c2ccco2)CC1 (stereo not drawn)	9.4	3.4	21.7	4.9	-2.5	16.9	-1.2	6.7
Cc1ccc(Cl)cc1NC1=C/C(=N\S(=O)(=O)c2cccs2)c2ccccc2C1=O	73.6*	40.5	71.2*	-59.1	-5.7	51.6*	-5.7	80.6*
CCN1C(=O)[C@@H]2[C@@H](c3ccc(SC4CCCCC4)cc3)N3CCCC[C@@]3(C(=O)OC)[C@@H]2C1=O	4.3	-11.5	6.4	-5.9	0.4	13.9	0.0	-9.6
CC(=O)Nc1ccc(S(=O)(=O)N(CCCN2CCOCC2)Cc2cccs2)cc1	-7.5	-0.3	-12.6	9.3	2.4	-18.9	0.0	11.5
CC(C)n1nnnc1SCC(=O)NCc1ccc2c(c1)OCO2	5.8	-15.9	12.3	-29.1	-1.4	16.1	3.2	9.9
COc1ccc2c(c1)c(=O)c(C(=O)c1ccccc1)cn2Cc1ccc(C)cc1	18.3	36.2	31.8	12.6	-5.3	39.9	1.5	32.9
COC(CNC(=O)c1ccc2c(c1)ncn2-c1ccc(F)c(F)c1)OC	-16.9	-11.3	1.3	0.9	1.9	9.5	1.5	-1.3
COCc1cc(C)nc2sc(C(=O)NCCO)c(-n3cccc3)c12	-3.2	6.6	11.3	5.8	-1.3	6.7	-2.1	-14.8
CCCn1c(SCC(=O)c2c(N)n(C3CC3)c(=O)[nH]c2=O)nnc1-c1ccncc1	-3.7	5.7	-0.1	19.4	0.2	4.2	-0.1	-17.6
Cc1ccc(C(=O)Nc2cccc(C(=O)N/N=C/c3ccc(F)cc3)c2)cc1	-0.9	28.5	-20.7	-54.4	1.8	-11.4	1.7	-21.9
C=CCn1c(NCCO)nc2sc3c(c2c1=O)CCC3	-1.3	-2.9	8.4	22.0	0.8	11.8	1.9	-18.0
COCCN=C1Sc2nc3c(C)cccc3cc2CN1Cc1ccco1	29.7	2.6	34.4	-2.6	2.7	25.5	-0.3	36.1
CCN1/C(=C2\C(=O)N(C)C(=S)N2C)C=Cc2cc(C)ccc21	13.3	12.4	16.2	-25.8	0.0	21.1	0.1	22.4
COc1ccc(S(N)(=O)=O)cc1C(=O)OCC(=O)N1c2ccccc2NC(=O)C1(C)C	-2.5	3.4	-14.4	3.2	0.4	94.1*	-0.9	-1.9
COC(=O)c1ccc(C(=O)OC)c(NC(=S)N2CCN(c3cccc(Cl)c3)CC2)c1	7.3	1.6	17.7	3.6	0.2	15.6	1.1	16.7
COc1cc(OC)cc(C(=O)N[C@H](C(=O)NCCc2c[nH]c3ccccc23)C(C)C)c1	-5.0	-1.5	9.1	6.7	-0.9	13.1	0.1	1.4
NC(=O)NC(Cc1ccccc1)C(=O)NNC(=O)COc1ccccc1Cl (stereo not drawn)	-4.4	5.1	-2.5	19.6	-3.6	10.9	0.2	7.3
CCCC1=NN(C(=O)CCc2ccccc2O)C(O)(C(F)(F)F)C1 (stereo not drawn)	7.3	6.6	32.2	21.7	-0.1	28.0	0.0	0.5
Cc1ccc(N2C(=O)CC(N3CCN(C4CCc5ccccc5C4)CC3)C2=O)cc1 (stereo not drawn)	-5.8	17.9	2.4	15.0	-5.8	3.4	1.4	3.6
CCOC(=O)c1cnc2c(-c3ccccc3OC)c(C)nn2c1C	15.5	3.4	5.3	24.8	1.2	25.7	1.5	8.0
Nc1ccccc1SCc1c(Cl)cccc1Cl	-8.2	0.3	-6.0	-14.0	6.6	17.4	0.7	24.9
CN(C)C(=O)Cn1c(SCC(=O)NCc2ccc3c(c2)OCO3)nc2ccccc21	-3.5	-7.7	1.7	-9.3	-2.8	12.9	-1.3	2.6
Cc1ccc(S(=O)(=O)N2Cc3ccccc3CC2C(=O)Nc2ccc3c(c2)OCO3)cc1 (stereo not drawn)	30.2	-26.9	8.1	-6.9	0.8	19.4	7.0	-42.6
CCn1cc(Cl)c(C(=O)Nc2nc3ccccc3n2CCN2CCCCC2)n1	-3.2	0.5	7.8	6.9	2.5	-3.1	0.4	7.5
COc1ccccc1NC(=O)Cc1c(F)cccc1Cl	-7.6	1.8	13.7	12.3	-2.5	6.0	-0.5	18.1
O=C([C@@H]1CCCN1C(=O)c1cccs1)N1CCN(S(=O)(=O)c2cccc(F)c2)CC1	-1.1	3.0	2.6	5.2	3.2	12.3	-0.6	-12.6
Cc1ccc2c(C(=O)CN3CCCCC3)c(C)[nH]c2c1	-14.4	5.9	12.7	-0.9	-4.9	6.4	-1.2	1.1

Part of the list above in a different format:
molecule | TIM10 inh | Jurkat NFkB inh | tim10-1 inh | 697 NFkB inh | XBP1 UPR activ | tim23-1 inh | UPR CHOP act | Mdm2-MdmX inh
Nc1ccccc1SCc1c(Cl)cccc1Cl | -8.2 | 0.3 | -6.0 | -14.0 | 6.6 | 17.4 | 0.7 | 24.9
CN(C)C(=O)Cn1c(SCC(=O)NCc2ccc3c(c2)OCO3)nc2ccccc21 | -3.5 | -7.7 | 1.7 | -9.3 | -2.8 | 12.9 | -1.3 | 2.6
Cc1ccc(S(=O)(=O)N2Cc3ccccc3CC2C(=O)Nc2ccc3c(c2)OCO3)cc1 (stereo not drawn) | 30.2 | -26.9 | 8.1 | -6.9 | 0.8 | 19.4 | 7.0 | -42.6
CCn1cc(Cl)c(C(=O)Nc2nc3ccccc3n2CCN2CCCCC2)n1 | -3.2 | 0.5 | 7.8 | 6.9 | 2.5 | -3.1 | 0.4 | 7.5
COc1ccccc1NC(=O)Cc1c(F)cccc1Cl | -7.6 | 1.8 | 13.7 | 12.3 | -2.5 | 6.0 | -0.5 | 18.1
O=C([C@@H]1CCCN1C(=O)c1cccs1)N1CCN(S(=O)(=O)c2cccc(F)c2)CC1 | -1.1 | 3.0 | 2.6 | 5.2 | 3.2 | 12.3 | -0.6 | -12.6

The list continues.
SMILES	TIM10 inh	Jurkat NFkB inh	tim10-1 inh	697 NFkB inh	XBP1 UPR activ	tim23-1 inh	UPR CHOP act	Mdm2-MdmX inh
COc1ccc(CNC(=O)CSc2nnnn2Cc2ccccc2)cc1	-9.1	12.8	17.9	12.9	-0.8	3.1	0.6	23.3
CC(n1cnnn1)C12CC3CC(CC(C3)C1)C2 (stereo not drawn)	0.7	5.4	26.5	-8.7	0.8	27.5	0.8	10.3
COc1cc(OC)c(-c2nc3ccccc3s2)cc1OC	12.4	-23.5	0.2	-18.0	-2.0	35.9	0.6	32.6
O=C(Cc1cccs1)Nc1ccc(-c2nc3ccccc3[nH]2)cc1	2.1	-147.1	4.6	-123.8	0.8	7.9	8.4	-112.2
Fc1cccc(Nc2nc3ccccc3n3cnnc23)c1	15.5	16.8	24.8	9.4	-2.6	18.4	-0.9	25.6
COCCn1c(=N)c(C(=O)NCc2ccco2)cc2c(=O)n3cc(C)ccc3nc21	-4.6	6.6	-8.2	-4.8	2.1	-2.5	0.0	-13.8
O=C(CCc1nnc2n(Cc3ccccc3Cl)c(=O)c3ccccc3n12)NCCCN1CCOCC1	0.2	-10.2	2.9	13.6	1.1	4.3	2.3	2.0
COCC(=O)OCC(=O)N1N=C(c2ccc(Cl)cc2)CC1c1ccco1 (stereo not drawn)	26.1	14.2	29.4	0.5	0.6	21.5	1.9	-11.2
O=S(=O)(c1ccc(Cl)nc1)N1CCOCC1	-2.1	10.7	-6.8	8.3	1.1	-0.9	0.2	7.8
O=C(CC1SC(=NCc2ccccc2)NC1=O)Nc1ccccc1 (stereo not drawn)	-0.1	-9.2	19.7	0.4	-0.6	0.2	0.8	-28.8

Results in Mdm2-MdmX inh, for 2 of the compounds above:
molecule | Mdm2-MdmX inh
COCc1cc(C)nc2sc(C(=O)NCCO)c(-n3cccc3)c12 | -14.8
CCCn1c(SCC(=O)c2c(N)n(C3CC3)c(=O)[nH]c2=O)nnc1-c1ccncc1 | -17.6

Continuation.
SMILES	TIM10 inh	Jurkat NFkB inh	tim10-1 inh	697 NFkB inh	XBP1 UPR activ	tim23-1 inh	UPR CHOP act	Mdm2-MdmX inh
COc1ccc(Nc2cc(Sc3ccc(OC)cc3)ncn2)cc1	-21.7	6.3	25.6	-11.6	-0.1	43.1	1.0	48.7
CCOCCCNC(=O)c1c[nH]c2cc(OC)ccc2c1=O	-13.9	-9.6	6.8	8.8	-2.6	17.3	-2.6	3.7
CCn1c(SCc2nc3ccccc3[nH]2)nnc1-c1ccncc1	9.7	1.6	6.6	-6.3	-2.0	8.7	3.6	4.6
CC(C(=O)NN)n1nnc(N2CCOCC2)n1 (stereo not drawn)	5.9	1.3	-4.9	4.6	-1.8	-6.1	1.2	7.2
O=C(NCC(c1ccco1)N1CCCCC1)c1cnc(Cl)c(Cl)c1 (stereo not drawn)	-3.7	0.2	-14.1	-1.6	-1.9	-6.7	1.0	-14.8
COC(=O)c1nn(Cc2ccccc2)c(=O)c2ccccc12	-18.5	11.8	-14.7	-2.0	1.6	3.7	1.4	18.6
O=C(CSCc1ccccc1)N1CCN(c2ccccc2)CC1	-5.5	-38.9	23.7	-37.9	-0.6	14.0	1.9	-30.6
O=C(COC(=O)c1cnccn1)c1cccc([N+](=O)[O-])c1	3.8	14.6	0.2	8.4	-0.9	-7.1	0.4	7.0
O=C(/C=C/c1cc([N+](=O)[O-])ccc1OC(F)F)Nc1cccc2ccccc12	3.7	10.3	-4.2	16.5	-2.2	-6.2	-1.7	12.0
CN(C)CCCN(C(=O)c1ccc(S(=O)(=O)N2CCCC2)cc1)c1nc2c(F)cc(F)cc2s1	6.4	12.2	13.8	10.0	4.8	12.4	0.6	16.7
Cc1ccc(C2CN(c3ccccc3)CC2C(=O)c2ccc(F)cc2)cc1 (stereo not drawn)	6.9	-2.6	19.0	2.7	-4.6	12.2	3.0	7.4
Cn1c(SCC(=O)Nc2ccccc2)nnc1-c1ccc(NC(=O)CCc2ccccc2)cc1	6.8	13.1	11.1	0.0	-1.3	-3.3	-0.9	15.6
